# Source: PubChem (several laboratories)
# Alkaline phosphatase: inhibition of tissue-nonspecific alkaline phosphatase – biochemical, luminescent (AID 518) | purified TNAP enzyme, luminescent substrate readout; higher % means a stronger effect | one-dose inhibition, % at 20 µM; IC50 in µM for titrated hits | 0.09% of 64,000 active; in the data active = a potency from the dose series; inactive = the rest, 99 in 100 with inhibition below about 22%;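 also: plate controls were vehicle for no effect and reference inhibitor for full effect; many of its hits are not listed in these tables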
# Bfl-1 inhibitors: displacement of Bid BH3 peptide from Bfl-1 – biochemical, fluorescence polarization, FITC-Bid, mouse, primary screen (AID 432); FITC-Bid BH3 peptide fluorescence polarization displacement; higher % means a stronger effect; displacement, % at 20 µM; hits with a dose series show IC50 in µM; 0.02% of 64,000 active; in the data active = a potency from the dose series; inactive = the rest, 99 in 100 with displacement below about 15%; also: strong numbers were not always called active
# Spn PMK inh: blocks S. pneumoniae phosphomevalonate kinase; purified PMK, PK/LDH-coupled NADH absorbance 340 nm; inhibition, % at 10 µM; 0.49% of 65,000 active;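 active = top-ranked compounds by inhibition in the single 10 µM screen, taking a fixed number of the strongest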;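 also: 0% = full reaction with DMSO carrier and 100% = background rate without enzyme reaction; no value below 0 was filed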
# KRASV12 cytotoxicity: viability loss of HPDE-C7K cells – cell-based, fluorescence, HTS, primary screen (AID 431); one-dose cytotoxicity, % at 10 µM; EC50 in µM for titrated hits; HPDE-C7K KRASV12 cells, Alamar Blue viability, 48 h; higher % means a stronger effect; 1.7% of 63,000 active;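 active = compounds whose percent cytotoxicity in the single-dose primary screen, scaled between solvent and toxic-drug controls, exceeds 50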;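 also: 0% = DMSO solvent wells and 100% = doxorubicin-treated wells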
# LYP phosphatase: inhibition of human PTPN22 tyrosine phosphatase – biochemical, DiFMUP fluorescence, recombinant catalytic domain, 10 µM, primary screen (AID 606) | recombinant LYP catalytic domain, DiFMUP fluorescence; higher % means a stronger effect | 52,000 tested, under 10 active | inhibition, % at 10 µM, or IC50 in µM where a hit was titrated;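 active = IC50 under 40 µM in the dose-response test; inactive = IC50 of 40 µM or more, or never dose-tested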
# Spn MK inh: blocks S. pneumoniae mevalonate kinase. purified MK, PK/LDH-coupled NADH absorbance 340 nm. inhibition, % at 10 µM. 0.48% of 65,000 active;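 active = ranked among the strongest by inhibition in the single 10 µM screen, a fixed top-ranked set picked for dose follow-up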; also: no value below 0 was filed
# HT1080 cytotoxicity: cytotoxicity in HT1080 fibrosarcoma cells, cell-based, fluorescence readout (AID 620); HT1080 viability, fluorescence; higher % means a stronger effect; cytotoxicity, % at 10 µM, or EC50 in µM where a hit was titrated; 0.42% of 87,000 active;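 also: cells exposed to compound overnight then 4 h with Alamar Blue; 0% = vehicle DMSO and 100% = killing control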
# DPM-DC inhibit: S. pneumoniae DPM-DC inhibition. purified DPM-DC, PK/LDH coupled NADH fluorescence. 0.49% of 65,000 active. calls only at 10 µM;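 active = the 320 compounds with the highest percent inhibition in the single-dose primary screen, excluding strongly autofluorescent ones, cut at about 32% in these data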;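 also: kinetic rate of NADH fluorescence loss reporting ADP formed by the decarboxylase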
# HPDE-C7 cytotoxicity: HPDE-C7 pancreatic duct cell viability loss – fluorescence, HTS (AID 430). HPDE-C7 pancreatic duct cells viability, fluorescence; higher % means a stronger effect. cytotoxicity, % at 10 µM, or EC50 in µM where a hit was titrated. 1.8% of 63,000 active;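 also: cells exposed to compound for 48 hours before viability readout; 0% = vehicle and 100% = reference cytotoxic drug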
# Spn PMK inh pilot replicates: second read-out of Spn PMK inh, no call of its own (marks repeat the call); inhibition, %; measured here: pilot screen replicates
# Spn MK inh pilot replicates: also measured in Spn MK inh; calls as there; inhibition, %; measured here: pilot screen replicates
# DPM-DC inhibit pilot screen %: recorded beside DPM-DC inhibit, whose call it bears; inhibition, %; measured here: pilot screen trials
# The depositor's hits bear a star; i = inactive; x = no result given; [ ] = remark or other dose. Rule as the data show it, unless noted: active = cytotoxicity above about 50%; inactive = the rest. This is a random part of the collection; about 3.4% have a hit in one of these screens.
SMILES,Alkaline phosphatase,Bfl-1 inhibitors,Spn PMK inh,KRASV12 cytotoxicity,LYP phosphatase,Spn MK inh,HT1080 cytotoxicity,DPM-DC inhibit,HPDE-C7 cytotoxicity,others
Cc1cccn2cc(CNc3ccccc3)nc12,15%,7%,0,2%,11%,0,2%,i,3%,
CCOC(=O)Cc1csc(NC(=O)CSc2nnc(-n3nc(C)cc3C)c3ccccc23)n1,14%,-1%,16,5%,x,0,-11%,i,3%,
CC1(C)OC(=O)C(=CNC(CCC(N)=O)C(=O)O)C(=O)O1 (stereo unspecified),12%,7%,10,-8%,x,2,18%,i,-11%,Spn PMK inh pilot replicates=0.0;Spn MK inh pilot replicates=0.0;DPM-DC inhibit pilot screen %=0.0
Cc1cc2cc(CNC(=O)c3ccc(Br)o3)ccc2[nH]1,11%,5%,8,-12%,-9%,4,x,i,-9%,
Cc1nnc(NC(=O)C2CCN(c3nnnn3-c3ccccc3)CC2)s1,2%,-3%,20,0%,5%,0,-5%,i,2%,
CCCCN1C(=O)C(O)(CC(=O)c2c(C)n[nH]c2C)c2cc(Br)ccc21 (stereo unspecified),1%,-5%,12,2%,x,3,-16%,i,8%,
C[C@H](NC(=O)OC(C)(C)C)c1nnc(SCC(=O)c2ccc(Cl)cc2)o1,10%,0%,11,-5%,5%,7,-5%,i,-2%,
CCN(CC)c1ccc(NC(=O)c2ccc(Br)o2)cc1,12%,-4%,0,25%,-7%,5,-3%,i,17%,
O=C(Nc1nnc(-c2cccs2)o1)c1cccc(F)c1,19%,0%,18,22%,4%,5,11%,i,41%,
O=C(NCc1ccccc1)N(Cc1cc2cc3c(cc2[nH]c1=O)OCCO3)CC1CCCO1 (stereo unspecified),3%,-4%,4,x,5%,2,4%,x,x,
O=C(Cn1cnnn1)OCC(=O)c1ccc(Cl)s1,10%,-5%,14,4%,0%,0,-8%,i,9%,
C/C=C/c1ccc(OCCN2C(=O)NC(C)(C)C2=O)c(OC)c1,2%,11%,0,-3%,1%,11,-1%,i,-10%,
N#CNC1=NCN(Cc2ccccc2)CN1,6%,1%,5,-11%,13%,4,-2%,i,-10%,
CC(OC(=O)C1CCN(S(=O)(=O)c2ccccc2)CC1)C(=O)Nc1ncc(Cl)cc1Cl (stereo unspecified),3%,4%,10,-3%,x,5,-17%,i,-1%,
CCCCOC(=O)c1[nH]c2c(c1C)C(=O)CC(c1cc(OC)c(OC)c(OC)c1)C2 (stereo unspecified),14%,-4%,6,4%,-1%,7,x,i,-7%,Spn PMK inh pilot replicates=2.0;Spn MK inh pilot replicates=2.0;DPM-DC inhibit pilot screen %=0.0
CCOC(=O)N1CCN(C(=O)CCNS(=O)(=O)c2cc(Br)cnc2N)CC1,-1%,2%,8,4%,-2%,0,-1%,i,1%,
Cc1nc2ccccn2c1/C(O)=C1\C(=O)C(=O)N(CCN2CCOCC2)C1c1ccncc1 (stereo unspecified),7%,0%,1,0%,x,6,11%,i,2%,
CCCCCc1c(C)nc(SCC(=O)O)[nH]c1=O,13%,0%,7,-7%,4%,4,1%,i,-9%,Spn PMK inh pilot replicates=0.5;Spn MK inh pilot replicates=4.5;DPM-DC inhibit pilot screen %=0.5
Cc1nn(-c2ccccc2C(=O)O)c(=O)c2ccccc12,13%,-10%,7,5%,3%,9,-4%,i,0%,
CC1CCN(S(=O)(=O)c2ccc3ncn(CC(=O)N(C)Cc4ccccc4)c(=O)c3c2)CC1,10%,-8%,13,5%,0%,2,-10%,i,0%,
Nc1nc2nonc2nc1N1CCCCC1,9%,9%,0,-3%,9%,7,6%,i,5%,
COc1ccc(S(=O)(=O)NCC2CCC(C(=O)NCc3ccco3)CC2)cc1 (stereo unspecified),3%,-2%,6,5%,8%,6,9%,i,9%,
CCOC(=O)c1c(CN(CC)CC)oc2cc(Br)c(O)cc12,-1%,-7%,7,-11%,6%,0,-13%,i,-9%,
Cc1ccc(-c2nc(CSCC(=O)N3CCN(c4ccccn4)CC3)c(C)o2)cc1,-5%,-6%,15,-2%,5%,9,0%,i,-19%,
O=C(CN1C(=O)CCS(=O)(=O)c2ccccc21)NCc1ccc(F)cc1,12%,-10%,12,-14%,-9%,0,31%,i,2%,Spn PMK inh pilot replicates=2.5;Spn MK inh pilot replicates=0.0;DPM-DC inhibit pilot screen %=2.0
CN(CCNC(=O)C1CCN(S(=O)(=O)c2cnc[nH]2)CC1)Cc1ccccc1,9%,-10%,16,4%,x,14,-4%,i,-2%,
Cc1cnc(C(=O)Nc2ccc(-n3cnnn3)cc2)cn1,2%,8%,11,-10%,x,2,5%,i,0%,Spn PMK inh pilot replicates=5.0;Spn MK inh pilot replicates=0.0;DPM-DC inhibit pilot screen %=2.0
COc1ccc(CC(NC(C)=O)C(=O)NC2CCN(c3nc(C)cc(C)c3C#N)CC2)c(OC)c1 (stereo unspecified),11%,-6%,0,-1%,7%,31,2%,i[may fluoresce],-13%,Spn PMK inh pilot replicates=0.0;Spn MK inh pilot replicates=0.0;DPM-DC inhibit pilot screen %=59
CC1(C)CC(CC(=O)O)(c2ccccc2)CCO1 (stereo unspecified),4%,0%,0,3%,x,0,3%,i,-3%,
CC1(C)CC(=O)C=C(Nc2ccccc2F)C1,8%,1%,12,4%,8%,3,-7%,i,1%,

# Quoted from above for reference:
SMILES,Alkaline phosphatase,Bfl-1 inhibitors,Spn PMK inh,KRASV12 cytotoxicity,LYP phosphatase,Spn MK inh,HT1080 cytotoxicity,DPM-DC inhibit,HPDE-C7 cytotoxicity,others
Cc1cccn2cc(CNc3ccccc3)nc12,15%,7%,0,2%,11%,0,2%,i,3%,
CCOC(=O)Cc1csc(NC(=O)CSc2nnc(-n3nc(C)cc3C)c3ccccc23)n1,14%,-1%,16,5%,x,0,-11%,i,3%,

# (next part)
SMILES,Alkaline phosphatase,Bfl-1 inhibitors,Spn PMK inh,KRASV12 cytotoxicity,LYP phosphatase,Spn MK inh,HT1080 cytotoxicity,DPM-DC inhibit,HPDE-C7 cytotoxicity,others
CCC(=O)N/C(N)=N/c1nc(C)c2cc(OC)ccc2n1,11%,6%,1,16%,9%,2,14%,x,8%,Spn PMK inh pilot replicates=0.0;Spn MK inh pilot replicates=1.0
O=C(CCCCCNS(=O)(=O)c1ccc(Br)cc1)NCCN1CCOCC1,2%,3%,9,-6%,11%,0,-8%,i,-30%,
O=C(CN(Cc1ccc2c(c1)OCO2)C(=O)c1cnsn1)NC1CCCC1,9%,-2%,8,14%,9%,8,4%,i,7%,
CCCCCC(=O)Nc1cccc(-c2nc3ncccc3o2)c1,12%,-5%,6,-7%,5%,12,4%,i,-8%,
Cc1cc(C)nc(NC(=O)c2c(-c3ccccc3Cl)noc2C)n1,5%,2%,6,-18%,8%,16,1%,i,-8%,
CCOc1ccc(-n2c(SCC(=O)Nc3ccc(OC)cc3OC)nc3c(c2=O)SCC3)cc1,8%,-1%,7,10%,3%,0,4%,i,31%,
O=C(c1ccccc1)N1CCn2c(nc3ccccc32)C1,-1%,-6%,8,-4%,-9%,8,10%,i,4%,
Cn1c(CNc2nc(-c3ccccc3)cs2)nnc1SCC(=O)N1CCc2ccccc21,17%,-7%,9,-4%,-1%,3,-7%,i,-4%,Spn PMK inh pilot replicates=0.0;Spn MK inh pilot replicates=0.0;DPM-DC inhibit pilot screen %=0.0
Cc1ccc(-c2nnn(CC(=O)N(Cc3ccco3)C(C(=O)NC(C)(C)C)c3cccs3)n2)o1 (stereo unspecified),8%,3%,14,7%,13%,0,-3%,i,9%,Spn PMK inh pilot replicates=0.0;Spn MK inh pilot replicates=0.0;DPM-DC inhibit pilot screen %=0.0
Cn1cccc1C(C(=O)NC1CCCCC1)N(C(=O)Cc1cccs1)c1ccc2c(c1)OCCO2 (stereo unspecified),13%,0%,14,16%,x,4,x,i,15%,
CCCCCC(=O)OC(CN1CCCCC1)CN1CCCC1=O (stereo unspecified),6%,-3%,15,-14%,11%,7,7%,i,-16%,
Cc1cc(=O)n2c(c1C#N)SC1CCCCC12O (stereo unspecified),5%,5%,14,7%,12%,6,1%,i,-1%,
Cn1c(=O)c2c(SCC(=O)N3CCOCC3)nc(CC(C)(C)C)nc2n(C)c1=O,-2%,-6%,5,-6%,9%,6,-4%,i,-10%,
N#C/C(=C/N1CCOCC1)c1ccccc1,10%,7%,11,-6%,-16%,15,-4%,i,2%,
COc1ccc(-c2noc(Cc3ccccc3OC)n2)cc1,12%,0%,5,-12%,1%,0,3%,i,-3%,
CCCS(=O)(=O)c1c(S(=O)(=O)CCC)c2c(N)cccn2c1C(=O)c1ccc(F)cc1,22%,2%,9,6%,-11%,8,-10%,i,-2%,
COc1ccccc1CNC(=O)C1CCCN(S(C)(=O)=O)C1 (stereo unspecified),2%,-6%,0,-3%,2%,0,x,i,-7%,
COc1ccc(-c2cn3c(C)c(C(=O)N4CCc5ccccc5C4)sc3n2)cc1,-5%,6%,22,-4%,-5%,1,4%,i,17%,
COc1cc(CNCCC2CCOC(C)(C)C2)ccc1O (stereo unspecified),0%,-5%,14,-1%,7%,5,4%,i,3%,
Cc1ccc(C(=O)CSc2nnc(-c3ccccc3)n2-c2ccccc2)o1,x,x,2,x,2%,6,1%,i,x,
Cc1nn(-c2ccccc2)c2sc(C(=O)OCN3C(=O)c4ccccc4C3=O)cc12,3%,-3%,12,21%,-9%,11,-4%,i,16%,
COCc1nnc(NC(=O)c2ccco2)s1,3%,-4%,2,14%,-2%,5,-12%,i,8%,
CCOC(=O)C1CCN(c2c(NCCCN(CC)Cc3ccccc3)c(=O)c2=O)CC1,3%,-8%,4,0%,-5%,7,-3%,i,-14%,
COCCn1c(SC(C)C(=O)Nc2ccc3c(c2)OCCO3)nc2ccccc2c1=O (stereo unspecified),6%,-2%,13,-20%,x,5,6%,i,-10%,

# Seven entries already listed, arranged by count of non-hydrogen atoms, falling.
SMILES,Alkaline phosphatase,Bfl-1 inhibitors,Spn PMK inh,KRASV12 cytotoxicity,LYP phosphatase,Spn MK inh,HT1080 cytotoxicity,DPM-DC inhibit,HPDE-C7 cytotoxicity,others
CCOC(=O)C1CCN(c2c(NCCCN(CC)Cc3ccccc3)c(=O)c2=O)CC1,3%,-8%,4,0%,-5%,7,-3%,i,-14%,
Cc1nn(-c2ccccc2)c2sc(C(=O)OCN3C(=O)c4ccccc4C3=O)cc12,3%,-3%,12,21%,-9%,11,-4%,i,16%,
Cn1c(=O)c2c(SCC(=O)N3CCOCC3)nc(CC(C)(C)C)nc2n(C)c1=O,-2%,-6%,5,-6%,9%,6,-4%,i,-10%,
Cc1ccc(C(=O)CSc2nnc(-c3ccccc3)n2-c2ccccc2)o1,x,x,2,x,2%,6,1%,i,x,
COc1ccc(-c2noc(Cc3ccccc3OC)n2)cc1,12%,0%,5,-12%,1%,0,3%,i,-3%,
COc1cc(CNCCC2CCOC(C)(C)C2)ccc1O (stereo unspecified),0%,-5%,14,-1%,7%,5,4%,i,3%,
COCc1nnc(NC(=O)c2ccco2)s1,3%,-4%,2,14%,-2%,5,-12%,i,8%,
